Bioassay records: PubChem BioAssay, National Center for Advancing Translational Sciences (NCATS)
IkB signaling = IkB Signaling. ABC-DLBCL IkBa-CBG/CBR dual luciferase ratio, 4 h; response scale: scaled: untreated 0%, proteasome inhibitor 100%. Potency, µM (titrated, usually from 57.1 µM), for the others: top-dose IkBa stabilization activation. 110,000 compounds, 0.04% hits; active = well fitted curve in the direction sought with a large enough effect in the signal ratio, not every such curve was filed as active; inconclusive = small, poorly fitted or top-dose-only effect, or a change in a side signal; the % refers to the signal ratio;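 also: the direction sought is a rising ratio; 0% = basal untreated cells and 100% = reference inhibitor full response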
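Luminescence ratio of IκBα-fused green versus native red beetle luciferase in OCI-Ly3 cells, 4 h post-doxycycline with compound; red signal alone, scaled from basal (0%) to zero light (-100%), flagged nonspecific or cytotoxic effects.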
p53ts 32C tox = qHTS Screen for Compounds that Selectively Target Cancer Cells with p53 Mutations: Cytotoxicity of p53ts Cells at the Permissive Temperature; H1299-p53A138V at 32C, ATP luminescence viability, 24 h; 130,000 compounds, 0.93% hits; Potency, µM (titrated, usually from 46.1 µM), without a hit: at the highest dose activity change, negative = cytotoxicity, actives largely listed as cytotoxic; AID 924, 2007;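 also: 0% = DMSO and -100% = full killing by reference compound; nearly all actives have a fitted effect of over 55% in size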
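Viability by ATPlite luminescence after 24 h compound treatment (up to 46 uM) at the permissive 32C. Cells are H1299 carrying p53 A138V. Scale runs from DMSO basal to 100 uM tamoxifen as full kill; AC50 from Hill fits.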
Imprint erasure = qHTS Assay for Compounds that Induce Erasure of Genomic Imprints | mouse ES Peg3-LacZ reporter, beta-gal luminescence, 40 h | AID 1948, 2009 | 110,000 compounds, 0.02% hits | Potency, µM (top dose mostly 60.7 µM), for the others: top-dose activity change, positive = activation, hits mostly activators;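 also: 0% = negative control wells on the plate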
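Imprint erasure is scored as LacZ activity from the silenced maternal Peg3 allele in feeder-free female ES cells cultured 40 h with LIF. Luminescence is normalized to in-plate negative controls and fitted to the Hill equation.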
p53ts 39C kill = qHTS Screen for Compounds that Selectively Target Cancer Cells with p53 Mutations: Cytotoxicity of p53ts Cells at the Nonpermissive Temperature | H1299-p53A138V viability at 39C, ATP luminescence, 24 h | Potency, µM (top dose mostly 46.1 µM), for the others: at the highest dose activity change, negative = cell killing, hits mostly cytotoxic | 130,000 compounds, 1.5% hits; also: nearly all actives have a fitted effect of over 55% in size
An asterisk follows results filed as active; ? = inconclusive; · = no result given; [ ] = another dose, or the depositor's remark. Unless noted, calls follow the shape of the dose curve; as a rule, active = well fitted curve in the direction sought with a large enough effect; inconclusive = small, poorly fitted or top-dose-only effect, or another doubt; inactive = no such curve, though single readings can be large; an effect the other way counts as inactive or inconclusive. Unless noted, % is scaled to controls: 0 for no effect and ±100 for the full control effect; potency is read from the fitted curve at half-maximal effect.

SMILES	IkB signaling	p53ts 32C tox	Imprint erasure	p53ts 39C kill
CCOC(=O)c1c(C)c(C(=O)N2CCN(C(=O)c3ccco3)CC2)c(C)n1C	-0.3%	-6%	-7%	8%
O=C(NC1CCCCC1)/C(=C/c1ccc(Cl)cc1)NC(=O)c1ccccc1	?	0%	4%[10.9 µM]	15%
Cc1ccc(-c2nc3n(n2)C(c2ccccc2Cl)C=C(c2ccc(Cl)cc2)N3)cc1 (configuration not stated)	7.6%	-5%	-2%[10.9 µM]	16%
COc1cc2c(cc1OC)C(COc1ccc(F)cc1)N(C(=O)Cc1ccc(F)cc1)CC2 (configuration not stated)	?	-3%	-6%[10.9 µM]	-18%
CCn1nccc1C(=O)Nc1nccs1	0.2%	-3%	-24%	-6%
O=c1cc(CN2CCN(C/C=C/c3ccccc3)CC2)c2cc(O)ccc2o1	?	12%	-26%	-5%
CCOC(=O)CSc1nc2ccccc2c(=O)n1CCCCCC(=O)NCc1ccco1	-1.9%	-10%	-5%	-7%
Cn1cnc(S(=O)(=O)N2CCCC(C(=O)NCc3ccccc3)C2)c1 (configuration not stated)	0.3%	-3%	-7%[10.9 µM]	-17%
COc1ccc(C(CNC(=O)COc2cc(C)cc(C)c2)N2CCOCC2)cc1 (configuration not stated)	?	-2%	-16%[10.9 µM]	-1%
COc1ccc(Cn2c(SCC(=O)NCc3ccco3)nc3ccsc3c2=O)cc1	-0.8%	0%	-11%	11%
C[C@H]1CCCC=CC2C[C@H](OC(=O)CN(C)C)C[C@@H]2[C@@H](O)/C=C\C(=O)O1 (some centres not stated)	1.0%[11.4 µM]	-7%[9.22 µM]	-3%[10.9 µM]	-10%[9.22 µM]
COc1ccc(NC(=O)Cn2c(=O)n(-c3ccc(C)c(C)c3)c(=O)c3c(C)c(C)sc32)cc1	0.3%	1%	-7%[10.9 µM]	?
COC(=O)[C@@]1(Cc2ccccc2)[C@H]2c3cc(C(=O)N4CCCC4)[nH]c3C[C@H]2CN1C(=O)c1ccccc1	·	12%	-10%	7%
Cc1cnc2c(c1SCC(=O)NCc1ccccc1Cl)c(=O)n(C)c(=O)n2C	4.2%	-6%	-3%[10.9 µM]	-14%
O=Cc1ccc(OC2C=CC(C#Cc3ccccc3)OC2CO)cc1 (configuration not stated)	·	10%[9.22 µM]	·	5%[9.22 µM]
COc1ccc(Nc2cccccc2=O)cc1	-5.8%	-10%	-31%[inhibitor]	-11%
O=C(NCc1ccc(F)cc1)c1ccc(CSCc2cccc(Cl)c2)o1	0.7%	18%	18%[10.9 µM]	?
O=c1oc2ccccc2c(O)c1/C=N/c1nc(-c2ccc(O)c(O)c2)cs1	?	3%[9.22 µM]	-18%[10.9 µM]	7%[9.22 µM]
COc1ccc(C)cc1NC(=O)c1ccc2c(Cl)c3c(nc2c1)CCC3	?	?	-10%[10.9 µM]	-29%
CCC(CC)NC(=O)c1cc(OC)c(OC)c(OC)c1	3.8%	3%	-11%	-2%
CC(=O)Nc1ccc(NC(=O)c2ccc3c(c2)CCN3S(=O)(=O)c2ccc(Cl)cc2)cc1	-1.0%	7%	-10%[10.9 µM]	?
COc1cccc2c(=O)n(CC(=O)N3CCCc4ccccc43)ccc12	-0.7%	12%	-12%	3%
C[C@H]([C@@H](N)C(=O)N[C@@H](C(=O)O)[C@@H]1O[C@H](n2ccc(=O)[nH]c2=O)[C@@H](O)[C@H]1O)[C@@H](O)c1ccc(O)cn1	·	1%	·	7%
COc1ccc(CCN2CNc3c(c(=O)n(C)c(=O)n3C)C2)cc1	1.0%	-6%	-1%	-12%
COCCNC(=O)CN1C(=O)COc2ccc(S(=O)(=O)N3CCOCC3)cc21	0.8%	7%	6%[10.9 µM]	-9%

3 entries from above, sorted by length of the SMILES, lowest first:
SMILES	IkB signaling	p53ts 32C tox	Imprint erasure	p53ts 39C kill
COc1ccc(Cn2c(SCC(=O)NCc3ccco3)nc3ccsc3c2=O)cc1	-0.8%	0%	-11%	11%
Cc1cnc2c(c1SCC(=O)NCc1ccccc1Cl)c(=O)n(C)c(=O)n2C	4.2%	-6%	-3%[10.9 µM]	-14%
Cc1ccc(-c2nc3n(n2)C(c2ccccc2Cl)C=C(c2ccc(Cl)cc2)N3)cc1 (configuration not stated)	7.6%	-5%	-2%[10.9 µM]	16%

Back to the main list; the five compounds before the break are reprinted first.
SMILES	IkB signaling	p53ts 32C tox	Imprint erasure	p53ts 39C kill
CC(=O)Nc1ccc(NC(=O)c2ccc3c(c2)CCN3S(=O)(=O)c2ccc(Cl)cc2)cc1	-1.0%	7%	-10%[10.9 µM]	?
COc1cccc2c(=O)n(CC(=O)N3CCCc4ccccc43)ccc12	-0.7%	12%	-12%	3%
C[C@H]([C@@H](N)C(=O)N[C@@H](C(=O)O)[C@@H]1O[C@H](n2ccc(=O)[nH]c2=O)[C@@H](O)[C@H]1O)[C@@H](O)c1ccc(O)cn1	·	1%	·	7%
COc1ccc(CCN2CNc3c(c(=O)n(C)c(=O)n3C)C2)cc1	1.0%	-6%	-1%	-12%
COCCNC(=O)CN1C(=O)COc2ccc(S(=O)(=O)N3CCOCC3)cc21	0.8%	7%	6%[10.9 µM]	-9%
CC(=O)NCCNc1nc(-c2ccc(C(=O)N(C)C)cc2)nc2ccccc12	1.3%[11.4 µM]	-1%	-6%	1%
CCOc1ccccc1NC(=O)CSc1nnc(-c2ccco2)o1	·	-3%	·	-5%
COc1cc(C(=O)OCC(=O)Nc2cc(C)on2)ccc1OCc1ccccc1Cl	-0.7%	?	-95%[inhibitor]	?
CC(=O)c1ccc(NC(=O)CSc2nnc(N)s2)cc1	1.4%	-9%	21%[10.9 µM]	10%
O=C1CCc2cc(S(=O)(=O)N3CCCC3C(=O)N3CCN(c4ccccc4)CC3)ccc2N1 (configuration not stated)	0.2%	?	1%	-11%
O=C(O)CCCCCNC(=O)CCn1cnc2ccccc2c1=O	-1.5%	8%	-10%	-2%
COc1ccc(NC(=O)CSc2nnc(Cc3cccn3C)n2-c2ccc(C)cc2)cc1OC	-2.3%	7%	-17%	-3%
CC(=O)N1CCN(CCN(CC2C(C)C=C(C)CC2C)C(C)=O)CC1 (configuration not stated)	1.2%	3%	-11%	-2%
O=C(Nc1cc(=O)c2ccccc2o1)N1CCCCC1	?	10%	-2%	-3%
O=C(c1ccco1)c1nnn(Cc2ccccc2)c1-c1ccccc1	?	-8%	-22%	0%
CC1CN(C(=O)N(C)C)CCN1C(=O)N(C)C (configuration not stated)	0.1%	-6%	0%	8%
N#Cc1ccc(CN2CC3(CCN(C(=O)c4ccncc4)CC3)C2)cc1	1.2%[11.4 µM]	-4%	·	2%
CCOC(=O)c1cnc(SC)nc1Nc1cccc(F)c1	-0.5%	3%	-9%	-1%
CC1Cc2ccccc2N1C(=O)CSc1nnc(CNc2ccccc2)o1 (configuration not stated)	2.7%	-2%	3%	-8%
CCOc1cc(-c2ccc(OC(=O)c3ccccc3F)cc2)cc(=O)c2c(C)oc(C)c12	-1.1%	9%	-6%[10.9 µM]	10%
CC1CN(C(=O)c2ccc(COCC(F)(F)F)o2)CC(C)O1 (configuration not stated)	-0.9%	6%	-4%	8%
CCCN(CCC)CCCNC(=O)c1cc2c(=O)n(C)c3ccccc3c2n1C	2.4%	-1%	-1%	-10%
CC(=O)[C@]1(O)CCC2C3C=C(Cl)C4=CC(=O)C5CC5[C@@]4(C)C3CC[C@]21C (some centres not stated)	·	10%	1%	-5%
CC1(O)N(Cc2ccccc2)C(=O)OC12CCCCC2 (configuration not stated)	2.5%	3%	-4%	9%
CCCCn1c(CN(C)Cc2ccccc2)nc2c1c(=O)n(C)c(=O)n2C	?	3%	-5%	-1%
CCCCOC(=O)CSc1nnc(-c2ccc(C)cc2)o1	2.2%	-10%	7%[10.9 µM]	9%
COCCCN1C(=O)c2ccc(C(=O)NCc3ccco3)cc2C1=O	0.0%	1%	13%	-2%
Cc1ccc2cc(CCNC(=O)C(C)C)c(=O)[nH]c2c1C	-1.3%	-5%	-16%	5%
CC1(C)Cc2c(c(-c3ccco3)[nH]c(=O)c2C#N)CO1	1.2%	-3%	3%	12%
OCC1OC(n2nnc3ccccc32)C(O)C(O)C1O (configuration not stated)	-1.5%	-6%	4%	9%

(list continues)
SMILES	IkB signaling	p53ts 32C tox	Imprint erasure	p53ts 39C kill
CCOC(=O)c1cccc(NC(=O)Cn2c(CC(=O)N3CCCC3)nc3ccccc32)c1	1.9%	-1%	-16%	-6%
CC1(c2ccc(Cl)cc2)NC(=O)N(CC(=O)N2CCCC2)C1=O (configuration not stated)	-0.1%	5%	5%	-8%
CCOC(=O)CC(=O)CSc1ccc2nnc(-c3cccc(F)c3)n2n1	-0.8%	-1%	-17%	-11%
COC(=O)c1sccc1S(=O)(=O)N(CC(=O)NCc1ccc(F)cc1)c1ccc(C)c(C)c1	-0.9%	3%	-5%[10.9 µM]	-16%
CCc1ccc(CN(Cc2ccco2)c2cnc(S(C)(=O)=O)nc2C(=O)Nc2ccccc2Cl)cc1	-0.7%	4%	25%[10.9 µM]	1%
Cc1ccc(-c2cc(N)n(-c3ccc(C)cc3)n2)cc1	-0.6%	?	-8%[10.9 µM]	-12%
CCN(CC)CCNC(=O)Cn1nc(-c2ccc(C)cc2)ccc1=O	-0.4%	-9%	-6%	-14%
O=C1CC(Cc2ccc(Cl)cc2)C(=O)N1c1ccccn1 (configuration not stated)	-1.5%	0%	-11%	6%
CC(=O)[C@]1(O)CC[C@@H]2[C@H]3C[C@@H](C)C4=CC(=O)CC[C@@]4(C)[C@H]3[C@@H](O)C[C@]21C	?	0%[9.22 µM]	·	15%[9.22 µM]
CCOC(=O)c1cccc(NS(=O)(=O)c2cc(Br)cc3c2N(C(=O)C2CC2)CC3)c1	?	14%	-14%[10.9 µM]	3%
CC(C)COc1ccc(C(=O)N(Cc2ccc(N(C)C)cc2)Cc2ccco2)cc1	?	19%	11%[10.9 µM]	11%
Cn1c(=O)[nH]c(=O)c2c1nc(SCCN1CCCCC1)n2CCCc1ccccc1	-0.8%	-5%	·	12%
CC1CCCCN1C(=O)c1ccc(S(=O)(=O)N2CCCCC2C)cc1 (configuration not stated)	3.2%	-1%	-9%	-5%
COCCC(=O)NC12CC3CC(CC(C3)C1)C2	-1.3%	-1%	-6%	3%
COc1ccccc1N1CCN(C(c2cccs2)C(C)NS(=O)(=O)c2ccccc2)CC1 (configuration not stated)	7.2%	13%	-23%	20%
CCc1ccc(CNC(=O)Cc2ccc(NC(=O)N3CCSc4ncccc43)cc2)cc1	?	-20%	-1%[10.9 µM]	?
Cn1c(=O)c2c(nc(SCC(=O)c3cccs3)n2Cc2ccc(F)cc2)n(C)c1=O	-0.4%	-2%	14%	-2%
O=C(NCCc1nc2ccccc2n1Cc1c(F)cccc1Cl)c1ccco1	-0.9%	13%	-4%[10.9 µM]	6%
COc1ccc(CNC(=O)CCC(=O)N2CC3CCCN3c3ccccc32)cc1 (configuration not stated)	?	-4%	-3%[10.9 µM]	0%
O=c1cc(N2CCN(c3ccc(F)cc3)CC2)[nH]c(=O)n1-c1ccc(Br)cc1	2.7%	-8%	-7%[10.9 µM]	0%
Cc1ccc(CCNC(=O)c2ccc3c(Cl)c4c(nc3c2)CCCC4)cc1	?	-28%	-6%[10.9 µM]	-22%
CCOC(=O)c1c(C)oc2ncnc(NCCCN3CCN(c4cc(C)ccc4C)CC3)c12	?	-7%	-22%[10.9 µM]	-14%
Cc1nc2nc(Cc3ccccc3)[nH]n2c(=O)c1Cc1ccccc1	1.1%	-2%	-8%	12%
C=CCNc1nc(N2CCCC2)nc2ccccc12	-1.6%	-1%	-19%	-1%
c1n[nH]c(NCc2ccc3c(c2)OCO3)n1	2.1%	-9%	·	-1%
COc1cc(-c2nc(S(=O)(=O)c3ccc(C)cc3)c(N(C)C)o2)cc(OC)c1OC	2.2%	2%	-9%	-5%
COc1ccc(NS(=O)(=O)c2ccc3c(c2)CCC(=O)N3)c(OC)c1	1.1%	1%	-7%	-4%
COc1ccc(S(=O)(=O)N(C)c2ccc(C(=O)N3CCOCC3)cc2)cc1OC	-2.3%	7%	-3%	10%
COc1ccc(-c2noc(C3CCCN(C(=O)CCc4ccccc4)C3)n2)cc1 (configuration not stated)	?	-9%	-13%	-15%
